# Bioassay records from PubChem BioAssay.
# Apoferritin bind: binds horse apoferritin like a general anesthetic. AID 485281. apoferritin/1-aminoanthracene competitive binding, fluorescence. P02791. 350,000 compounds, 0.074% hits. Potency, µM (titrated, usually from 77.5 µM), without a hit: at the top dose activity change, negative = displacement, hits mostly inhibitors; further: potency means the concentration at half of the fitted maximal effect; on the % scale 0 is the no-effect control and ±100 the full control effect; nearly all actives have a fitted effect of over 20% in size
# Target sequence (P02791 2-175 limits assumed): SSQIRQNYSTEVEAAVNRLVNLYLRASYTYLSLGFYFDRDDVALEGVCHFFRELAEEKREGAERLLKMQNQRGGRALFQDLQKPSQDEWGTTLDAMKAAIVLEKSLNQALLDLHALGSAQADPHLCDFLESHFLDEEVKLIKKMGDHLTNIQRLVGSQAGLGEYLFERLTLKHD
#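 Steps: apoferritin (10 uM) was premixed with half-saturated 1-AMA in PBS, compounds were pin-transferred, plates stood 10 min at room temperature, fluorescence was read at 380/535 nm, and curves were fitted with a Hill equation.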
# TRHR enhancer: allosterically enhances the human TRH receptor; P34981; TRHR cells, fluo-8 calcium fluorescence, EC20 TRH enhancement; enhancement, % at 2 µM; 360,000 compounds, 0.66% hits; AID 493056; in the data active means enhancement above about 30%; further: 0% is about no effect
# Target sequence (P34981 whole entry, looked up): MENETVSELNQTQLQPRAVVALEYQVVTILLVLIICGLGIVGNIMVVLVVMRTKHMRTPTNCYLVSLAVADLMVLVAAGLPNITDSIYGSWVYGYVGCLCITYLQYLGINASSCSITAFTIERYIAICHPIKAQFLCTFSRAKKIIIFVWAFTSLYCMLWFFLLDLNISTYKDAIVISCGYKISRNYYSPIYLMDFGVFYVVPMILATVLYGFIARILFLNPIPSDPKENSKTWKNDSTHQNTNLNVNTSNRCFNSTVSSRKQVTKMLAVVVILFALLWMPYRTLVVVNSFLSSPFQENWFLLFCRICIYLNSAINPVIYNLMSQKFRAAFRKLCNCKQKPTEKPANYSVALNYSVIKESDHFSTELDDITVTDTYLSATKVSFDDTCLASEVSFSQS
#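 Enhancer read-out: after compound pinning and an initial kinetic agonist-mode read, an EC20 of TRH (10 nM final) was injected and fluo-8 calcium signal (Ex 480/Em 530) followed at 1 s/cycle for 100 cycles in TRHR-expressing cells.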
# RXFP1 ag: activates the human relaxin receptor RXFP1; Q9HBX9; HEK293T-RXFP1 cAMP TR-FRET, 30 min; response scale: percent of porcine relaxin response, buffer zero; Potency, µM (doses to about 57.5 µM), for inactives: at the top dose activation, usual class: activators; 370,000 compounds, 0.3% hits; AID 2676; further: potency means the concentration at half of the fitted maximal effect; on the % scale 0 is the no-effect control and ±100 the full control effect; nearly all actives have a fitted effect of over 60% in size; many of its hits are not listed in these tables
#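 HEK293 cells stably expressing RXFP1, treated 30 min at 37C with compounds plus PDE4 inhibitor Ro 20174; cAMP measured by HTRF TR-FRET. Normalized to buffer and 29 nM porcine relaxin; EC50 by Hill fit.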
# D1 ag: agonists of human D1 dopamine receptor. HEK293 T-REx D1 cells, calcium flux, agonist mode. activation, % at 2 µM. P21728. 360,000 compounds, 1% hits; in the data active means activation above about 30%; further: 0% is about no effect
#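 Inducible HEK293 T-REx D1 cells, force-coupled to calcium signalling, were plated at 4000 cells/well with tetracycline and held overnight at 30 C. After no-wash calcium dye loading, compound-evoked calcium rise over 180 s flagged agonists.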
# RXFP1 antag: antagonists of human relaxin receptor RXFP1; Q9HBX9; HEK293-RXFP1, relaxin-stimulated cAMP HTRF, 30 min; hits give low values; activity change, negative = inhibition, % at 57.5 µM; 350,000 compounds, 0.59% hits;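 active means activity change of -60% or lower, but not beyond a set lower limit; inconclusive means change between -60% and -40%, or beyond the set limit; inactive means change above -40%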; further: on the % scale 0 is the no-effect control and ±100 the full control effect
# D2 PAM: D2 dopamine receptor (human) potentiation; P14416; HEK293 T-REx D2, calcium flux, EC20 dopamine potentiation; potentiation, % at 10 µM; 340,000 compounds, 0.34% hits; AID 485347;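 active means potentiation over 3 SD above the plate norm, cut at about 30% in these data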; further: 0% is about no effect
# Target sequence (P14416 whole entry, looked up): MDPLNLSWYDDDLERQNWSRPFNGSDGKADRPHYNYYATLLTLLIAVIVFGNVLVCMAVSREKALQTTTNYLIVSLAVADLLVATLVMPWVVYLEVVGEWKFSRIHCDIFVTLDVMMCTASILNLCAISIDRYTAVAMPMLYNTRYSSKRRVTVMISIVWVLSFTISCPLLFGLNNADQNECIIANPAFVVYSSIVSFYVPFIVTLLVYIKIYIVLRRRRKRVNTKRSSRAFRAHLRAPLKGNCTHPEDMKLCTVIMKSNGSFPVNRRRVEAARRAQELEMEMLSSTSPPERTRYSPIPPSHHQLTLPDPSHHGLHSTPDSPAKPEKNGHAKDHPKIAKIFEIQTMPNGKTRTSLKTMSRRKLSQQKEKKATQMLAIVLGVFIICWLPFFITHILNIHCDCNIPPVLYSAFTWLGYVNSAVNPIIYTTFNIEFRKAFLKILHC
#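 Calcium flux readout, no-wash dye, 1 read/s. Inducible HEK293 Trex D2 line, overnight 30 C. Compound alone 180 s (agonist flags), then EC20 dopamine, another 180 s to score potentiation.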
# D1 antag: antagonists of human D1 dopamine receptor | P21728 | HEK293 TREx D1 cells, calcium flux, dopamine EC80; hits give low values | activity change, negative = inhibition, % at 10 µM | 360,000 compounds, 3.2% hits; in the data active means activity change below about -30%; further: on the % scale 0 is the no-effect control and ±100 the full control effect
#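 Compound effects on dopamine-evoked calcium signalling were measured in tetracycline-induced HEK293 Trex D1 cells. Dopamine at EC80 followed a 180 s compound pre-read, and fluorescence was tracked kinetically for 180 s more.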
# D1 potentiator: human D1 dopamine receptor positive modulation; potentiation, % at 10 µM; HEK293 TREx D1 cells, calcium flux, dopamine EC20 potentiation; P21728; 360,000 compounds, 0.036% hits; in the data active means potentiation above about 30%; further: 0% is about no effect
# TRHR ag: agonists of human TRH receptor. AID 493084. 360,000 compounds, 0.18% hits. TRHR cells, calcium flux fluo-8, FDSS agonist mode. P34981. activation, % at 2 µM; in the data active means activation above about 30%; further: 0% is about no effect
#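 Read-out: compound-evoked intracellular calcium rise in TRHR cells, fluo-8 dye, kinetic FDSS fluorescence at 1 s/cycle following a 10-cycle baseline. Cells cultured overnight before dye loading (30 min–1.5 h, RT).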
# Numbers without * were called inactive; u = inconclusive; x = no result given; [ ] = remark or other dose. Unless noted, the call rests on the fitted dose curve; in most records, active means well fitted curve in the direction sought with a large enough effect; inconclusive means small, poorly fitted or top-dose-only effect, or another doubt; inactive means no such curve, though single readings can be large; an effect the other way counts as inactive or inconclusive. Some of the compounds tested; the hit share may differ from the screen's.
SMILES,Apoferritin bind,TRHR enhancer,RXFP1 ag,D1 ag,RXFP1 antag,D2 PAM,D1 antag,D1 potentiator,TRHR ag
N#CCCCn1c(O)c(N=NC(=O)C(O)c2ccccc2)c2ccccc21 (stereo not given),-9%,1,-2.8%,5,10,19,2,14,-0.4
O=c1[nH]nnc2sc3c(c12)CCCC3,u,6,1.6%,1,-5,4,-1,-4,-0.1
Cc1ccc(C)c(CSc2nc(-c3ccccc3F)nc3c2Cc2c(CO)cnc(C)c2O3)c1,-9%,-6,0.4%,0,-3,-6,-7,-6,0.5
CCc1cc2c(-c3ccccc3)cc(=O)oc2cc1OCC(=O)NCC1CCC(C(=O)O)CC1 (stereo not given),-7%,1,1.3%,2,x,1,-2,0,-0.3
CCCOc1ccc(NC(=O)c2cc3cc(C)ccc3[nH]2)cc1,0%,-5,u,1,-5,-2,-9,-1,0.9
COc1nccc(Nc2ccccc2)c1C#N,-23%,2,0.1%,3,-3,-5,5,-9,-2.1
CC(C(=O)NCC1CCCCC1)N(C)Cc1ccc(Cl)cc1 (stereo not given),-19%,4,5.0%,0,-78*,x,-9,-1,0.8
Cc1c(-c2nnc(SCC(=O)Nc3ccc(Cl)cc3)o2)nnn1-c1ccc(F)cc1,3%,-2,-0.6%,4,x,-2,0,2,0.2
CCOCCCNC(=O)c1ccc2nc(CCc3ccccc3)oc2c1,-1%,4,2.3%,1,-3,7,-1,0,-0.3
O=C(CSc1cnc2ccccc2n1)c1ccc(F)cc1,-8%,-3,5.8%,3,-4,1,6,-5,0.1
O=C(c1cccc(Br)c1)N1CCN(c2ccc(N3CCOCC3)nn2)CC1,x,-4,0.0%,0,-17,-15,-21,7,-0.3
CC1=C(C(=O)Nc2cccc(C(=O)NC3CCCCC3C)c2)SCCO1 (stereo not given),-14%,0,0.5%,2,8,-16,-18,-9,-0.8
CCOC(=O)CC(NC(=O)c1ccc(C)cc1)c1ccc(OC)cc1 (stereo not given),-9%,5,-0.9%,5,6,3,-9,-1,0.6
C=C(C)C(=O)Nc1cccc(C(C)=O)c1,-4%,4,-0.5%,2,-15,7,2,10,-0.2
CCCCc1cc(=O)oc2c(C)c(OCC(=O)NCCN3CCOCC3)ccc12,4%,2,-0.4%,1,30,-10,-5,0,-0.5
CCc1nn(C(C)C(=O)NCc2cccc(OC)c2)c(=O)c2cc3occc3n12 (stereo not given),-18%,0,2.7%,3,4,-5,-15,2,-0.7
COc1ccc(Oc2ccccc2C=O)cc1,u,-7,0.0%,-1,-17,-9,6,2,2.4
C1=C(c2cccc3ccccc23)N2CCN=C2S1,-13%,-1,0.2%,5,-1,14,1,-10,0.2
Clc1ccc(-n2nnnc2SCc2cn3ccccc3n2)cc1,12%,-6,-0.9%,2,-6,16,-5,4,0.9
CC(=O)N1CCc2cc(S(=O)(=O)N3CCN(c4ccc(C)cc4)C(C)C3)ccc21 (stereo not given),-4%,1,-3.0%,3,x,-3,-1,-1,-0.7
CCN(CCCNC(=O)c1cc(Nc2ccc(OC)cc2OC)nc2ccccc12)c1cccc(C)c1,86%[activator],13,0.7%,-1,6,-1,-8,6,0.9
N#Cc1nc(Cc2cccc3ccccc23)oc1NCCN1CCOCC1,-20%,16,0.6%,3,15,9,1,4,-0.1
COc1ccc(-c2cc(C(F)(F)F)n3nc(N)nc3n2)cc1,479%[activator],3,4.5%,5,-4,8,1,0,0.7
COc1ccc(NC(=O)c2ccccc2[N+](=O)[O-])cc1,4%,-5,1.1%,1,-13,-10,-11,-1,0.9
O=C(O)CCCNc1cc(N2CCN(C(=O)c3ccco3)CC2)c2noc3c2c1C(=O)c1ccccc1-3,-6%,-4,-8.0%,1,-65*,-11,5,-3,1.0
O=C(Nc1ccc(OCC(=O)N2CCOCC2)cc1)c1cc(F)c(F)cc1Cl,6%,-4,0.8%,3,-13,6,24,-10,0.5
CCOc1ccccc1-n1c(SCC(=O)N(C(C)C)C(C)C)nnc1-c1cccnc1,-10%,-4,1.1%,-2,5,17,13,-2,-1.3
Cc1ccc(C)c(OCCC(=O)OCC(=O)NCc2ccc(F)cc2)c1,-4%,-2,0.5%,2,5,-31,-9,0,-0.8
O=C(C1CCN(S(=O)(=O)c2ccc(Cl)cc2)CC1)N1CCC1,x,3,-0.7%,2,-4,8,0,2,-0.1
Cc1cccc(-c2noc(CNC(=O)Nc3ccc(F)cc3)n2)c1,-17%,3,-0.5%,6,-10,-4,x,-2,-0.1
CCC(C)C(NC(=O)C1CCC(C)CC1)C(=O)NCCCN1CCCCC1CC (stereo not given),-8%,3,0.3%,3,1,-4,1,1,-0.3
COCCNc1ccc(N2C(=O)C3CCCCC3C2=O)cc1[N+](=O)[O-] (stereo not given),u,-3,0.5%,3,-15,3,-2,-3,0.0
COc1ccc(OC)c(C2=NOC(C(=O)Nc3cccc(C(C)=O)c3)C2)c1 (stereo not given),-13%,1,-1.0%,5,6,2,-12,-5,0.1
O=C(CCC1CCCC1)Nc1cc(C(F)(F)F)ccc1N1CCOCC1,x,-5,-1.3%,1,-14,6,20,-3,-0.4
CN(Cc1ccco1)S(=O)(=O)c1csc(C(N)=O)c1,1%,27,-2.0%,2,-4,10,1,-3,-2.4
CN(C1CCCCC1)S(=O)(=O)c1ccc2c(c1)c(=O)c(C(=O)N1CCN(c3ccccc3)CC1)cn2C,-5%,2,1.6%,1,5,21,-2,0,0.4
O=S(=O)(c1ccc(Br)cc1)c1cnc2ccccc2n1,-4%,-5,-1.2%,1,-7,-2,-1,-2,-1.0
COc1ccccc1N(CN1CCCC1=O)C(=O)c1c(F)cccc1F,-7%,-6,-0.4%,2,-6,-4,6,-5,-0.4
CC1Cc2nc(SCC(=O)N3CCN(c4ccccc4)CC3)n(CCc3ccccc3)c(=O)c2S1 (stereo not given),0%,25,-0.3%,5,-10,5,-19,2,-0.5
Cc1ccc(S(=O)(=O)N=Nc2c(O)[nH]c3ccccc23)cc1C,-5%,1,0.4%,1,23,8,1,1,-0.2
Cc1cc(C(=O)NC(CC(C)C)C(=O)O)cc(C)c1[N+](=O)[O-] (stereo not given),-9%,-5,-5.1%,0,-1,9,6,3,0.5
Cc1ccc(-n2nc3c(c2NC(=O)C2CC2)CS(=O)(=O)C3)cc1,-1%,-23,2.7%,2,26,-5,4,-4,0.1
Cc1cc(NC(=O)CSc2nnc(-c3c[nH]c4ccccc34)n2-c2ccc(F)cc2)no1,-4%,2,1.5%,-1,4,-1,9,-4,0.6
O=C(COC(=O)c1ccc(O)cc1)NCC1COc2ccccc2O1 (stereo not given),x,6,-0.1%,1,2,0,5,1,-0.3
O=C(NC1CCCCC1)C(c1ccncc1)N(C(=O)c1csnn1)c1ccc(F)cc1 (stereo not given),2%,-10,-0.7%,0,-7,-1,5,-3,-0.4
COc1ccc(Cc2nnc(NC(=O)c3cccs3)s2)cc1,-11%,5,1.2%,5,-12,15,4,-3,0.0
CCCc1cc(=O)c2c(O)cccc2o1,-5%,-4,5.7%,2,-11,10,3,-7,-1.1
Cc1nc(SCC(=O)c2ccc(F)cc2)c([N+](=O)[O-])[nH]1,u,-1,1.5%,1,-6,-6,-3,1,-0.1
COc1ccc(NC2CC(=O)N(C)C2=O)cc1 (stereo not given),-16%,1,0.0%,4,-9,7,-36*,-2,-1.2
CC(=O)NC1(C(F)(F)F)NC(=O)N(c2ccc(F)cc2)C1=O (stereo not given),-4%,6,-0.9%,2,17,16,-6,1,0.1

# Further records.
SMILES,Apoferritin bind,TRHR enhancer,RXFP1 ag,D1 ag,RXFP1 antag,D2 PAM,D1 antag,D1 potentiator,TRHR ag
Cc1ccc(-c2nnc(Nc3cccc(C(F)(F)F)c3)c3ccccc23)cc1S(=O)(=O)N1CCOCC1,7%,20,-2.2%,7,1,7,-11,3,1.1
Cc1cc(C)c2c(=O)cc(C(F)F)oc2c1,-22%,-3,2.3%,0,-6,x,10,-7,-0.1
Cc1ccccc1NC(=O)CN1C(=O)CCn2nc(-c3cccn3C)cc21,-13%,-2,1.4%,3,-8,3,-2,0,0.3
CC(C)Sc1nnc([C@H](Cc2c[nH]c3ccccc23)NC(=O)OC(C)(C)C)o1,u,-6,-1.2%,2,-17,-3,0,-10,-0.7
O=C(N/N=C\c1ccc(OCC(=O)N2CCCC2)cc1)C(=O)Nc1ccccc1F,6%,-7,0.4%,3,6,x,-18,-6,0.4
CCOC(=O)C1C(c2ccccc2)C(C(=O)OCC)C1c1ccccc1 (stereo not given),-6%,1,1.1%,-1,9,-1,-10,-1,0.7
Cc1cc(C(=O)CN2C(=O)C(=O)N(Cc3ccco3)C2=O)c(C)n1CCc1ccc(F)cc1,x,-6,0.5%,3,-1,10,1,-4,-0.4
Cc1nc(NC(=O)/C=C/c2ccccc2)sc1C(=O)N1CCCCC1,-17%,2,-0.1%,0,2,-2,4,1,-0.2
CCOc1ccccc1NC(=O)c1cc2cc(C)ccc2n1C,36%[activator],19,-0.2%,3,-5,4,-7,7,0.5
COc1ccc(C(=O)c2cn(CC(=O)Nc3cc(OC)cc(OC)c3)c3ccc(OC)cc3c2=O)cc1,3%,-3,1.1%,1,2,-16,26,1,1.2
Cc1ccc(C(C(=O)NC2CCCCC2)N(CC2CCCO2)C(=O)CCCC(=O)Nc2ccccn2)cc1 (stereo not given),-14%,-5,1.9%,1,-1,x,17,1,0.5
N/C(=N\OC(=O)c1ccc(=O)n(Cc2ccc(Cl)cc2)c1)c1ccccn1,-14%,9,0.3%,1,2,x,8,0,-0.7

# Part of the list above in order of molecular weight, highest first:
SMILES,Apoferritin bind,TRHR enhancer,RXFP1 ag,D1 ag,RXFP1 antag,D2 PAM,D1 antag,D1 potentiator,TRHR ag
O=C(N/N=C\c1ccc(OCC(=O)N2CCCC2)cc1)C(=O)Nc1ccccc1F,6%,-7,0.4%,3,6,x,-18,-6,0.4
N/C(=N\OC(=O)c1ccc(=O)n(Cc2ccc(Cl)cc2)c1)c1ccccn1,-14%,9,0.3%,1,2,x,8,0,-0.7
Cc1ccccc1NC(=O)CN1C(=O)CCn2nc(-c3cccn3C)cc21,-13%,-2,1.4%,3,-8,3,-2,0,0.3
Cc1nc(NC(=O)/C=C/c2ccccc2)sc1C(=O)N1CCCCC1,-17%,2,-0.1%,0,2,-2,4,1,-0.2
CCOC(=O)C1C(c2ccccc2)C(C(=O)OCC)C1c1ccccc1 (stereo not given),-6%,1,1.1%,-1,9,-1,-10,-1,0.7
CCOc1ccccc1NC(=O)c1cc2cc(C)ccc2n1C,36%[activator],19,-0.2%,3,-5,4,-7,7,0.5
